SUMO Mot1 rescue: SUMOylation pathway inhibition by Mot1-301 growth rescue | growth rescue, % at 18.8 µM | 320,000 compounds, 1% hits | S. cerevisiae Mot1-301 growth rescue, ATP luminescence, 38.5C; percent above DMSO median, 100 means doubled;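 active = every valid replicate shows activation above 250% relative to neutral control wells; inactive = the rest, any valid replicate at or below 250%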;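 also: OY570 slx delta 5 strain wells were the positive control but not used for scaling; some compounds called inactive have numbers as strong as hits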
phage Ecoli inh: E. coli growth loss with phage present; growth absorbance; inhibition, % at 11.9 µM; 360,000 compounds, 0.26% hits; AID 651602; in the data active = inhibition above about 11%
Tat export inh: E. coli Tat transport inhibition; E. coli MC4100 TorA-mCherry Tat export, fluorescence; inhibition, % at 10 µM; 340,000 compounds, 0.036% hits; AID 488895;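 active = mean replicate inhibition at least 50% and at least half of replicates individually reaching 50%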;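 also: exported cargo escapes ClpAP degradation while cytoplasmic cargo is degraded and loses fluorescence; 0% = median of neutral control wells and 100% = median of NaSCN control wells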
OPRM1-OPRD1 inv: mu-delta opioid heterodimer inverse agonism. P35372+P41143. inhibition, % at 9.3 µM. cell-based MOR-DOR heterodimer luminescence. 340,000 compounds, 0.21% hits. AID 504357; in the data active = inhibition above about 22%, passing the limit was not always enough;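 also: 0% = cells with DMSO and 100% = wells without cells with DMSO; values of inactives mirror those of a sister screen read the other way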
PKA-R2B activ: activators of human PKA-R2B complex. P22694+P31323. 340,000 compounds, 0.079% hits. activation, % at 11.4 µM. PKA-R2B holoenzyme dissociation, Cy5-IP20 fluorescence polarization; R2B truncated from residue 108, S112A mutant; 0% DMSO only, 100% 113 µM cGMP. AID 504700;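 active = activation above a cutoff set at the mean over all compounds plus 3 SD, cut at about 18% in these data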;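 also: higher means more holoenzyme dissociation and a rise in polarization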
Target sequence (P31323 whole entry, looked up, other chains not shown, the tested form may be a part): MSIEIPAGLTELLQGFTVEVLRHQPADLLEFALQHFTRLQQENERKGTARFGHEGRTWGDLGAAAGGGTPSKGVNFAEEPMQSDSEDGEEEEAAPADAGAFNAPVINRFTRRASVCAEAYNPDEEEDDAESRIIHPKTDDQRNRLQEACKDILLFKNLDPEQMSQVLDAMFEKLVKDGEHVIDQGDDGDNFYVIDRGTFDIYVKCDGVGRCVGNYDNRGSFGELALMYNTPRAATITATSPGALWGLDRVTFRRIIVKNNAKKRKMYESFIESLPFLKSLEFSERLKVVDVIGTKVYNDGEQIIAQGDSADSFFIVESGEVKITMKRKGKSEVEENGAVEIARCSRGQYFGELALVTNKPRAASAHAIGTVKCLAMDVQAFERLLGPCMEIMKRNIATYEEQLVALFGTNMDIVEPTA
E coli growth: counter-screen for AddAB inhibitors: E. coli growth inhibition; inhibition, % at 11.9 µM; AID 449728; E. coli V3065 growth, OD600 absorbance, 18 h; 330,000 compounds, 0.27% hits;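 active = inhibition above the campaign's mean inhibition across all tested compounds plus 3 SD, cut at about 9.9% in these data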;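 also: uninfected addAB+ strain grown without phage in ampicillin broth; 0% = DMSO wells and 100% = ciprofloxacin 0.95 µg/ml wells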
PfHsp90 set2: reduces growth (ATP signal) of yeast expressing P. falciparum Hsp90; inhibition, % at 9.4 µM; 310,000 compounds, 0.32% hits; S. cerevisiae expressing PfHsp90, BacTiter-Glo ATP, 48 h; yeast lacking PDR1 and PDR3 efflux regulators;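 active = every replicate shows inhibition above about 80%, whatever the replicate mean, limit read from the data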;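 also: 0% = DMSO neutral controls and 100% = 20 µM radicicol positive controls; yeast relying on Plasmodium falciparum Hsp90 in place of its own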
AddAB inh: less growth of phage-infected E. coli with AddAB | 330,000 compounds, 0.29% hits | E. coli expressing H. pylori AddAB, absorbance growth | inhibition, % at 11.9 µM; in the data active = inhibition above about 12%;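 also: 0% = vehicle wells of infected cells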
MOR-DOR ag: OPRM1-OPRD1 heterodimerization agonism. AID 504326. activation, % at 9.3 µM. P35372+P41143. 340,000 compounds, 0.3% hits. cells, luminescence; in the data active = activation above about 18%;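 also: 0% = vehicle-treated cells and 100% = reference agonist; values of inactives mirror those of a sister screen read the other way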
HTR5A inv ctr: counter-screen for OPRM1-OPRD1 inverse agonists: human HTR5A inverse agonism. inhibition, % at 9.3 µM. HTR5A cell line, luminescence. AID 504634. 340,000 compounds, 0.083% hits; in the data active = inhibition mostly above about 23%, no sharp cut-off; inactive = mostly below about 18%;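 also: 0% = cells with DMSO and 100% = no-cell wells with DMSO; some compounds called inactive have numbers as strong as hits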
Target sequence (P47898 whole entry, looked up): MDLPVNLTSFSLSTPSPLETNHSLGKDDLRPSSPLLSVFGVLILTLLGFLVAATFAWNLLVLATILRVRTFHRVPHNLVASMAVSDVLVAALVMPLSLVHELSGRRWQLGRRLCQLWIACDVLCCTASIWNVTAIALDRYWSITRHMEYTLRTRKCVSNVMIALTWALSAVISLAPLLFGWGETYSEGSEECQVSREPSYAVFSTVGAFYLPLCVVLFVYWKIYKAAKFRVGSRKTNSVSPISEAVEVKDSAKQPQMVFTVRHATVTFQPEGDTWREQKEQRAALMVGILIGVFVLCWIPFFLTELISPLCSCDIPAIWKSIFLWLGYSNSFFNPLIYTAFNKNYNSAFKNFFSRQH
PKA-R1A activ: activators of PKA-R1A complex; P00514+P68181; AID 504707; PKA-R1A dissociation, Cy5-IP20 fluorescence polarization; scaled: DMSO 0%, 113 µM cGMP 100%; activation, % at 11.4 µM; 340,000 compounds, 0.083% hits;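 active = percent activation above the mean of all tested compounds plus 3 SD, cut at about 19% in these data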;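 also: higher means more PKAc released from R1A so a rise in polarization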
The depositor's hits bear a star; nt = no result given.

Second line of a record – SUMO Mot1 rescue, PKA-R1A activ, MOR-DOR ag, PfHsp90 set2, HTR5A inv ctr, Tat export inh, AddAB inh, PKA-R2B activ, phage Ecoli inh, OPRM1-OPRD1 inv, E coli growth
O=C(O)CC(NC(=O)Cc1ccccc1)c1cc([N+](=O)[O-])ccc1Cl (centres undefined)
 : 6.1, nt, nt, -7.6, nt, -4.4, -0.5, nt, 4.6, nt, -4.0
O=C(CSc1nc(-c2ccco2)cc(C(F)(F)F)n1)NC1CCCC1
 : 65.2, -4.8, -1.5, -13.9, -16.6, -4.7, -0.3, 7.0, 0.5, 8.2, -0.4
O=C(NCCc1ccc(Cl)cc1Cl)c1cccnc1
 : 11.0, -8.4, -0.1, -22.8, 13.0, -2.5, 1.4, -10.2, 0.1, 0.8, 0.0
O=C(NCc1ccco1)c1cc2n(n1)C(C(F)(F)F)CC(c1ccc(F)cc1)N2 (centres undefined)
 : -13.3, -1.4, 1.5, 15.7, -2.4, -3.8, -1.2, -0.3, 1.9, -7.6, -1.4
Cc1ccccc1OCc1nc2ccccc2c(=O)n1/N=C/c1cccc([N+](=O)[O-])c1
 : 30.8, 6.0, 0.9, 8.0, 5.0, -9.0, 3.5, 1.9, 3.5, -4.8, 0.7
COc1ccc(S(=O)(=O)n2oc(=O)cc2-c2ccccc2)cc1OC
 : 0.0, -2.9, -0.8, -2.5, -37.2, -1.4, -0.5, -1.9, -3.6, 4.9, -1.9
NC(=O)C1(c2ccccc2)CCCN1C(=O)c1ccc(Br)cc1 (centres undefined)
 : -9.8, -6.6, -2.6, -3.3, 2.6, 4.1, 1.2, -0.8, 1.6, 12.4, -0.7
Cc1ccc(/C=C2\CCC(C3CCCC3)C2=O)cc1 (centres undefined)
 : 0.8, 7.3, 1.2, 3.8, -14.9, 6.0, 3.4, 2.4, 3.4, -6.7, 0.4
S=c1[nH]nc(Cc2cccc3ccccc23)n1-c1ccccc1
 : -16.0, 3.4, 7.7, -2.1, -11.6, 6.2, 0.7, -12.8, 1.6, -45.7, -2.4
CCOC(=O)c1ccccc1NC(=O)C1CC(=O)N(C2CCCCC2)C1 (centres undefined)
 : 385.5*, -5.4, -2.7, 10.2, 17.1, 0.3, 4.6, -3.2, 0.1, 8.7, 1.0
COc1ccccc1NC(=O)CS(=O)(=O)c1cn(CC(=O)N(C(C)C)C(C)C)c2ccccc12
 : 80.0, -0.8, -0.5, 16.0, 3.6, 3.0, 0.3, 4.3, 1.3, 2.8, 1.7
N#CC1(c2ccccc2)CCCN1C(=O)c1ccccc1Br (centres undefined)
 : -9.6, -0.4, 1.8, 8.2, 8.8, 1.2, 4.3, 4.4, 0.9, -7.9, -0.4
CCCCCn1nc(C)c(/C=N/NC(=O)c2ccoc2C)c1C
 : 30.1, 5.1, -1.6, 22.8, -20.6, -5.1, 2.7, 9.1, 0.6, 9.2, -0.7
COc1cccc(-c2nc(CS(=O)(=O)CC(=O)NCCc3ccc(C)cc3)c(C)o2)c1
 : -16.2, -4.8, 7.5, 28.5, 4.2, 6.6, 3.3, -4.5, 1.1, -40.0, -0.1
Cc1nn(-c2ccccc2)c(NC(=O)c2cccs2)c(-c2ccc(Cl)cc2)c1=O
 : -8.0, 1.7, 1.7, -3.8, 4.2, -3.1, 0.8, -14.1, 1.8, -8.6, -0.4
Cc1nc2cc(NCc3cccs3)ccc2n1C
 : -29.2, -3.8, -2.2, nt, -9.7, -1.8, -0.4, -2.2, -1.1, 11.0, -2.7
O=C(CSc1ccc([N+](=O)[O-])cc1)Nc1cccc(S(=O)(=O)N2CCOCC2)c1
 : -13.5, -4.0, -0.4, 6.0, -17.1, -1.4, -2.4, -7.0, 0.0, 1.8, -0.8
CC(C)CC(OC(=O)c1ccc(Cl)nc1)C(=O)NC1CCCC1 (centres undefined)
 : 13.6, 5.0, -2.2, -19.3, -26.2, 15.8, 4.1, -1.4, 1.9, 11.6, 3.1
CCOc1cc(CNc2ccccc2)cc(Br)c1OCc1ccc(F)cc1
 : 4.2, -3.1, 1.6, 16.1, -13.5, -3.3, 1.4, 3.4, 4.0, -10.2, 0.2
Cn1c(=O)n(C)c2cc(S(=O)(=O)NCCc3ccccc3)ccc21
 : 334.0, -6.7, -0.3, 0.5, -4.9, 3.9, 4.1, 0.9, 2.4, 1.4, 1.3
Cc1cc(C(=O)OCn2nnc3ccccc3c2=O)c(C)o1
 : -10.6, 1.9, -0.7, -16.2, -24.6, 7.7, 1.9, 2.6, 1.7, 4.1, -0.9
Cc1cc(C)c(C)c(S(=O)(=O)N2CCN(CC(=O)NC(=O)NCc3ccccc3)CC2)c1C
 : 5.0, -5.6, 3.9, nt, 3.4, -7.5, 0.9, -4.9, -0.9, -19.1, -0.7
CCc1ccc(-c2cc(C(F)(F)F)n3nc(C(=O)Nc4c(C)nn(Cc5ccccc5Cl)c4C)cc3n2)s1
 : 6.9, -4.0, -2.5, nt, 10.2, 4.2, 0.6, -3.8, 1.4, 14.2, 0.2
CCC(=O)c1ccc(N2CCN(C(=O)c3ccccc3Br)CC2)c(F)c1
 : 431.9, 0.1, 0.9, -8.9, -5.1, 0.5, 3.0, -2.2, -0.9, -4.4, -3.5
O=C(CNC(=O)c1ccc(OC(F)F)cc1)NC1CCCc2ccccc21 (centres undefined)
 : 148.9, -1.2, -0.4, 3.9, 25.2, -8.7, 1.9, -9.3, 2.3, 1.6, 0.7
CC1(C)CC(=O)C(C=Nc2ccccc2C(=O)O)=C(O)C1
 : 30.4, 3.4, 0.9, 8.1, 0.7, -0.1, 2.1, -20.3, 1.9, -5.0, 1.4
CCCNC(=O)C(Cc1ccccc1)NC(=O)c1ccc(C(F)(F)F)cc1 (centres undefined)
 : -11.7, -8.8, 1.5, 2.3, 7.1, 18.6, -1.8, -0.3, 4.0, -8.0, -2.3
O=C(N/N=C1\CC(c2ccccc2)Oc2ccccc21)c1ccccn1 (centres undefined)
 : 5.0, 7.2, -1.9, nt, 11.5, -3.4, -0.4, -15.7, -1.1, 9.2, -1.2
N#Cc1ccc2c(c1)NC(=O)C1CCCN21 (centres undefined)
 : 5.4, 2.4, -2.2, 11.1, 25.6, -3.0, -1.7, 2.9, 1.0, 10.1, 0.5
C[C@@H](NC(=O)c1nc[nH]c1C(=O)N(C)Cc1ccccc1)c1ccccc1
 : -6.8, 5.8, 1.9, 1.4, -19.3, 1.9, -2.1, 11.6, 2.7, -10.0, -2.8
CCOC(=O)C1=C(C)Nc2ccccc2N/C1=N\S(=O)(=O)c1ccccc1
 : nt, -4.9, 1.8, nt, 1.2, -3.5, nt, -4.3, 1.6, -11.8, nt
COc1ccc(C2C(C(=O)NCc3ccco3)c3ccccc3C(=O)N2C)cc1 (centres undefined)
 : -2.4, -9.2, -1.4, nt, 8.1, -6.8, -1.1, -2.1, 0.5, 6.5, 1.7
Nc1nonc1-n1nnc(C(=O)N/N=C\c2ccncc2)c1CN1CCCCC1
 : 260.4, -3.2, -3.6, -7.4, 10.4, -16.9, 1.6, 10.3, -2.1, 20.9, -0.8
Cc1cc(-c2ccc(Cl)s2)n[nH]1
 : 9.7, -5.9, 1.4, 10.4, 9.3, 0.2, 0.6, -0.9, 3.7, -8.4, 0.0
CCc1nc(NC(C)C)c2oc3ccccc3c2n1
 : 1.8, 6.4, -3.7, -19.9, -1.9, -4.0, -1.2, 0.7, 1.0, 19.7, 0.3
CN(Cc1nc2c(s1)CCCC2)C(=O)CCc1nnc(-c2ccccc2)o1
 : -0.7, nt, nt, 5.3, nt, -6.9, 2.7, nt, 0.5, nt, -2.6
CC1CC(C)(C)CC2(C1)NC(=O)N(CC(=O)Nc1cc([N+](=O)[O-])ccc1F)C2=O (centres undefined)
 : 12.8, -2.6, -2.8, nt, 5.7, -0.1, 0.4, -2.4, 1.5, 11.2, -0.9
CN(Cc1cccc(F)c1)C(=O)c1ccc(S(=O)(=O)N2CCOCC2)cc1
 : 119.3, 4.5, 0.0, -9.2, 9.4, -1.4, 0.1, 6.5, 1.9, 0.0, -1.8
Cc1ccc(-c2nc3cnccn3c2Nc2c(C)cccc2C)o1
 : 15.3, -15.3, -1.1, 42.1, -2.9, 4.4, 0.4, -1.4, 0.5, 5.9, 0.6
O=C(C1CCN(S(=O)(=O)c2cccc3cccnc23)CC1)N1CCn2c1nc1ccccc12
 : -15.5, 2.1, nt, 29.9, nt, 1.7, 2.3, 3.2, 4.2, nt, -1.1
CN(CCCNC(=O)CCC(=O)N1CCOc2ccc(Cl)cc21)Cc1ccccc1
 : -7.4, 7.9, 0.0, 18.2, -20.8, -1.0, -3.7, -11.3, 0.4, 0.2, 2.2
COc1ccc(-n2c(-c3ccc(Cl)cc3)c[nH]c2=S)cc1
 : 32.6, -9.2, -3.4, -3.6, 37.6*, 0.1, -1.1, -4.0, -0.6, 15.5, -0.1
C=CCN(C)CC/C=C1\c2ccccc2CSc2ccccc21
 : -24.6, -1.2, 0.9, 28.9, 14.8, 3.7, 2.9, -8.1, 2.7, -5.2, -1.2
Cc1cc(C)c(NC(=O)CN(C)C(=O)CCC(=O)c2ccc(C)s2)c(C)c1
 : nt, -5.5, -0.8, -10.6, 12.2, 4.2, 1.4, -0.1, 2.7, 3.2, -4.2
Cc1c(Cc2ccccc2)c(=O)oc2cc(OC(C)C(=O)NCC3CCC(C(=O)O)CC3)c(Cl)cc12 (centres undefined)
 : -20.5, 1.1, 0.2, -6.2, -8.1, 6.9, 4.4, 8.3, 2.8, -0.9, 0.0
COc1cc(C(=O)O/N=C2\CCCc3c2ccc(OC)c3[N+](=O)[O-])cc(OC)c1OC
 : 16.1, 5.5, 2.2, -24.3, -4.2, -1.3, 4.0, -1.2, 2.0, -9.0, -2.6
CCCCn1c(N)c(N(CCOC)C(=O)c2ccc3c(c2)C(=O)N(c2ccccc2C)C3=O)c(=O)[nH]c1=O
 : 12.5, -0.4, -2.6, -8.6, -10.3, -13.6, -0.2, -9.2, 1.1, 14.1, -0.1
CCOc1cc(N2CCOCC2)c(OCC)cc1NC(=O)C(NC(=O)c1c(F)cccc1F)C(C)C (centres undefined)
 : nt, 1.7, -1.2, 7.6, 10.9, -2.4, nt, -1.1, 1.0, 4.8, nt
CCCCCCn1c(CN2CCN(C)CC2)nc2c1c(=O)n(C)c(=O)n2C
 : -27.8, 1.4, 0.0, -9.3, -10.6, 4.7, 0.2, -6.7, 1.4, -0.1, -0.4
Cc1ccc(NC(NC(=O)c2cccs2)C(Cl)(Cl)Cl)cc1C (centres undefined)
 : 26.3, -7.2, 5.1, -24.1, -5.5, 15.8, 0.9, -21.5, 1.9, -31.1, -1.6
CCCC(=O)Nc1ccc(C)c(O)c1
 : 14.5, 1.4, -1.8, -3.0, 4.4, -12.7, 1.6, 2.0, 3.2, 10.6, 0.0
CC(=O)c1ccc(OCC(O)CN(C)Cc2cccs2)cc1 (centres undefined)
 : -15.8, -13.4, -1.7, -0.3, 16.8, -0.4, 0.7, -18.2, 0.0, 9.6, 1.8
CC(=O)Nc1cccc(Nc2nc(-c3ccccc3F)nc3ccccc23)c1
 : 2.3, 2.7, 1.6, 3.6, -22.9, -0.6, -1.1, -5.6, 1.7, -11.5, 0.4
